MCL1 BIM primary – inhibitors of human MCL1 binding to BIM-BH3 peptide. Q07820. GST-MCL1 / FITC-Bim-BH3 fluorescence polarization. inhibition, % at 10.9 µM. 320,000 tested, 0.68% active. AID 2057;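 active = inhibition above the mean inhibition of all tested compounds plus 3 SD, set per campaign, cut at about 40% in these data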;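 note: 0% = DMSO wells and 100% = unlabeled Bim-BH3 peptide control; higher means more loss of mP so more displacement of Bim peptide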
Target sequence (Q07820 whole entry, looked up): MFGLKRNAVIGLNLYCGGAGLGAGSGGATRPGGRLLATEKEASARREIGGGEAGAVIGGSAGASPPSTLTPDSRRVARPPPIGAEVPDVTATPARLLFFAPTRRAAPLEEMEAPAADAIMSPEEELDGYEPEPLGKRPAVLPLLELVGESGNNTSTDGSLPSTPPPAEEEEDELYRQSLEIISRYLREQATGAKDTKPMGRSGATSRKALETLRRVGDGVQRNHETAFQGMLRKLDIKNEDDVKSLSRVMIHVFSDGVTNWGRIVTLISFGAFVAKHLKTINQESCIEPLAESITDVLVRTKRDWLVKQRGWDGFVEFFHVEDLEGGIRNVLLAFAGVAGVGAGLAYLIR
PME-1 inh – blocks human protein phosphatase methylesterase 1; recombinant PME-1, FP-Rh probe fluorescence polarization; 320,000 tested, 0.53% active; inhibition, % at 5.9 µM; Q9Y570; AID 2130;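 active = inhibition above the campaign mean of all compounds plus 3 SD, cut at about 26% in these data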;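 note: competitive labeling of PME-1 active site by serine hydrolase directed probe; 0% = PME-1 with DMSO and 100% = wells lacking PME-1 enzyme; inhibitors block probe labeling so polarization falls and inhibition rises; many of its hits are not listed in these tables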
PAFAH1B2 FP inh – blocks human PAF acetylhydrolase 1b catalytic subunit 2; inhibition, % at 3.39 µM; AID 492953; recombinant PAFAH1B2, FP-rhodamine activity probe, fluorescence polarization; P68402; 340,000 tested, 1.2% active;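 active = inhibition above the mean of all tested compounds plus 3 SD, cut at about 24% in these data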;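 note: 0% = enzyme with DMSO and 100% = wells lacking PAFAH1B2; many of its hits are not listed in these tables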
Target sequence (P68402 whole entry, looked up): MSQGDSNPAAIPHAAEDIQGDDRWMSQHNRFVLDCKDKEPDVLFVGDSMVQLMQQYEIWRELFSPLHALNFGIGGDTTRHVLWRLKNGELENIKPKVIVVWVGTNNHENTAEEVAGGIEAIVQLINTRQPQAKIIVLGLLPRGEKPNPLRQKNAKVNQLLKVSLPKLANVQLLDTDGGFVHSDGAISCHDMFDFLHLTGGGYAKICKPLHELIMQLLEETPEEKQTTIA
Fam108B inh – blocks mouse Fam108B hydrolase in RBBP9 counter-screen | recombinant Fam108B, FP-Rh probe fluorescence polarization | inhibition, % at 9.51 µM | 300,000 tested, 0.33% active;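 active = inhibition above the screen mean inhibition plus 3 SD, computed separately per campaign, cut at about 18% in these data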;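 note: inhibitors lower polarization as less probe binds the enzyme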
GLD-1 TGE inh – GLD-1-TGE RNA interaction inhibition (C. elegans) | Q17339 | purified GLD-1 + fluorescein TGE RNA, fluorescence polarization | inhibition, % at 5.96 µM | 320,000 tested, 0.44% active | AID 2280;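 active = percent inhibition above a per-plate cutoff, the plate mean of test compounds plus 3 SD, cut at about 30% in these data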;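 note: 0% = DMSO wells with GLD-1 and probe and 100% = wells lacking GLD-1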
BCLXL inh – inhibitors of human Bcl-xL. Q07817. GST-Bcl-xL / FITC-Bim BH3 peptide fluorescence polarization. inhibition, % at 10.9 µM. 320,000 tested, 0.7% active. AID 2129;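 active = inhibition above the mean of all tested compounds plus 3 SD, cutoff set per campaign, cut at about 30% in these data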;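 note: 0% = DMSO wells and 100% = unlabeled Bim-BH3 peptide competitor; inhibitors lower millipolarization by displacing the labeled peptide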
Target sequence (Q07817 whole entry, looked up): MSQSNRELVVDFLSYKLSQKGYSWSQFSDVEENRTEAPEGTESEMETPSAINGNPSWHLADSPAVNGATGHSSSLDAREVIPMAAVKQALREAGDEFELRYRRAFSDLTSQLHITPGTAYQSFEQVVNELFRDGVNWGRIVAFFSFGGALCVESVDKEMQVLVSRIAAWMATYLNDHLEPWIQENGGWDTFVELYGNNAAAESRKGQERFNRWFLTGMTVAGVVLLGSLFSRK
pPAFAH FP inh – inhibitors of human plasma PAF acetylhydrolase (pPAFAH). Q13093. recombinant pPAFAH, FP-rhodamine probe fluorescence polarization. inhibition, % at 3.39 µM. 330,000 tested, 1.5% active;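 active = inhibition above the mean inhibition across the screen plus 3 SD, cut at about 25% in these data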;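 note: inhibitors block binding of the rhodamine activity-based probe so polarization drops; 0% = enzyme with DMSO and 100% = wells lacking pPAFAH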
AHR activator – human AHR activation | 320,000 tested, 2.5% active | P35869 | activation, % at 5 µM | AHR-responsive luciferase reporter cells, luminescence; in the data active = activation above about 47%;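 note: 0% = vehicle wells and 100% = reference agonist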
MEX-5 binding – C. elegans MEX-5 TCR-2 RNA binding activity; AID 1832; 300,000 tested, 0.38% active; Q9XUB2; MEX-5/FITC-TCR2 RNA binding, fluorescence polarization; hits give low values; activity score (negative = inhibition of binding), % at 10 µM;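 active = inhibition past about -25% in most replicates, and total fluorescence under double the plate's negative control median, limit read from the data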;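 note: 0% = DMSO and -100% = 5 µM competing unlabeled TCR2 RNA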
* marks the source's active call; other numbers are inactive results; . = no result given. A portion of the library (hit frequency here may not be typical).

Every second line gives: MCL1 BIM primary	PME-1 inh	PAFAH1B2 FP inh	Fam108B inh	GLD-1 TGE inh	BCLXL inh	pPAFAH FP inh	AHR activator	MEX-5 binding
CCCCN1C(=S)NC[C@@H]1c1ccccc1
 : 3	5	8	-2	2	1	0	1	1.8
CC(C)CN(CC(C)C)S(=O)(=O)N1CCC(C(=O)NCCc2ccc(Cl)cc2)CC1
 : 4	2	16	4	-3	-2	5	-1	-1.9
Cc1cccc(CNc2ncnc3ccc(-c4cccnc4)cc23)c1
 : .	.	-8	.	6	.	4	40	.
Cc1cccc(NC2=NC(=S)N(c3ccc(C(=O)O)cc3)C23CCCCC3)c1
 : 0	1	5	-2	2	8	1	0	0.0
COc1ccc(COC(=O)N/C=C/c2ccco2)cc1
 : -14	-2	2	-7	8	-5	8	-4	-1.6
CCOC(=O)CN(C(=O)CSc1nnc(-c2cccc(OC)c2)o1)c1ccc(F)cc1
 : -7	-3	5	-1	6	-6	2	-3	-2.6
CCCn1c(N)c(C(=O)CSc2nnc(-c3ccoc3C)n2C)c(=O)n(C)c1=O
 : -5	1	-2	.	5	-2	-4	2	.
COc1ccc(NC(=O)C/C(C)=N/NC(=O)C(=O)NC(C)C)c(OC)c1
 : 1	-1	6	3	0	2	1	3	-1.2
CCc1ccc(N2CC(C(=O)Nc3ccc(S(=O)(=O)NCC4CCCO4)cc3)CC2=O)cc1 (stereo unspecified)
 : 6	-2	8	-3	-2	6	1	0	1.8
CCCCN(C/C=C/c1ccccc1OC)Cc1ccccc1
 : 8	-2	1	-1	4	5	2	9	0.1
CCOC(=O)Cn1nnc(-c2ccccc2)n1
 : -1	1	1	4	3	0	-7	0	-0.8
COC(=O)CSc1nc(N)c(C#N)c(CC(C)C)c1C#N
 : 3	-8	7	6	-4	4	-1	1	-2.2
CCNC(=O)C(Sc1ccccc1)c1ccccc1 (stereo unspecified)
 : 6	2	7	-1	9	7	3	-4	-2.1
CCN(CC(=O)Nc1c(F)cccc1F)C(=O)CCN1C(=O)c2cccc([N+](=O)[O-])c2C1=O
 : 18	-5	4	2	18	18	15	3	-2.3
COC(=O)N1C(=O)[C@@](CC(C)C)(c2ccccc2)N1C(=O)OC
 : 9	1	.	4	9	8	-3	-3	-2.2
COc1cc(C)ccc1OCc1cc(C(=O)NCCN2CCCC(O)C2)no1 (stereo unspecified)
 : 5	-1	1	-3	3	6	2	-1	-7.0
CCOC(=O)C1=C(C)N=c2s/c(=C/c3ccc(OCC(=O)O)c(OC)c3)c(=O)n2C1c1ccc(Cl)cc1 (stereo unspecified)
 : 24	-4	-4	-4	-9	27	10	-2	-12
COc1cc(C(=O)NCCOc2ccc(F)cc2)c(Br)c(OC)c1OC
 : 8	-3	1	3	2	0	4	2	1.1
Cc1cc2c(cc1S(=O)(=O)N1CCN(c3ccccc3F)CC1)OCC(=O)N2
 : 8	0	2	1	4	7	6	0	4.5
Cc1cc2ccccc2c(=O)n1CC(=O)NC1CCCCCC1
 : 2	-4	-3	-2	-3	8	-5	1	-1.4

An excerpt of these results, tab-delimited:
mol	MCL1 BIM primary	PME-1 inh	PAFAH1B2 FP inh	Fam108B inh	GLD-1 TGE inh	BCLXL inh	pPAFAH FP inh	AHR activator	MEX-5 binding
CCN(CC(=O)Nc1c(F)cccc1F)C(=O)CCN1C(=O)c2cccc([N+](=O)[O-])c2C1=O	18	-5	4	2	18	18	15	3	-2.3
CCCCN(C/C=C/c1ccccc1OC)Cc1ccccc1	8	-2	1	-1	4	5	2	9	0.1

3 compounds from above, limited to BCLXL inh and pPAFAH FP inh.
SMILES | BCLXL inh | pPAFAH FP inh
Cc1cccc(NC2=NC(=S)N(c3ccc(C(=O)O)cc3)C23CCCCC3)c1 | 8 | 1
COc1ccc(NC(=O)C/C(C)=N/NC(=O)C(=O)NC(C)C)c(OC)c1 | 2 | 1
CCNC(=O)C(Sc1ccccc1)c1ccccc1 (stereo unspecified) | 7 | 3

(cont.)
Every second line gives: MCL1 BIM primary	PME-1 inh	PAFAH1B2 FP inh	Fam108B inh	GLD-1 TGE inh	BCLXL inh	pPAFAH FP inh	AHR activator	MEX-5 binding
CC1=CC(C)(C)N(S(=O)(=O)c2ccc(C)cc2)c2ccc(C)cc21
 : 3	2	2	-5	-1	-6	2	-1	0.9
COc1ccc(S(=O)(=O)N2CCN(C(=S)NCCc3ccccc3)CC2)cc1
 : 2	13	27*	-1	0	5	-4	4	-0.9
Cc1cc2occ(CC(=O)NNC(=O)c3ccccc3F)c2cc1C
 : 3	-6	3	6	-3	0	9	4	1.8
COC(=O)c1noc(-c2ccc(OC)cc2)n1
 : -11	-9	0	-5	-3	-5	-5	4	3.0
N#Cc1ccc(C(=O)N2CCN(c3ncccn3)CC2)cc1
 : 7	2	-2	0	-2	6	5	2	-2.3
O=C1CC(NCC2CCCO2)C(=O)N1c1ccc(Cl)cc1 (stereo unspecified)
 : 2	-5	0	-1	-2	5	-5	2	0.8
COc1cccc(-c2nc(-c3ccc(C(=O)O)cc3)no2)c1
 : 1	2	2	-2	8	8	1	6	-0.6
Cc1cc(N2CCN(C)CC2)nc2ccc(NC(=S)N3CCN(c4ccc(F)cc4)CC3)cc12
 : 8	5	3	1	6	5	3	5	2.1
O=C(NC1CCSc2ccccc21)c1cc([N+](=O)[O-])ccc1N1CCOCC1 (stereo unspecified)
 : 0	4	1	1	12	3	6	-1	-0.2
O=C(COC(=O)CNC(=O)c1ccco1)NCCN1C(=O)CSC1=O
 : 1	-1	3	1	-5	6	-3	5	-2.1
Cc1cccc(NC(=O)CSc2nnc(-c3n[nH]c4ccccc34)o2)c1
 : 4	-12	-1	-6	-1	6	0	18	-0.7
Cc1ccnc(NS(=O)(=O)c2ccc(NC(=O)C3CCCNC3=O)cc2)n1 (stereo unspecified)
 : 6	-5	1	-1	1	8	7	2	-0.8
CC1CCN(CC(=O)n2c3c(c4ccccc42)CCCC3)CC1
 : 0	0	2	-3	-3	-3	2	50*	1.8
COc1ccc(S(=O)(=O)NCC(c2ccc3c(c2)OCO3)N2CCN(c3ccccc3)CC2)cc1 (stereo unspecified)
 : -6	0	4	-1	8	-4	2	1	0.9
COC(=O)c1sc2ccccc2c1NC(=O)c1cccs1
 : -6	-2	6	-1	-1	-3	0	0	-1.2
CCN(CC(=O)NC1CCS(=O)(=O)C1)S(=O)(=O)c1cccc(C(C)=O)c1 (stereo unspecified)
 : -7	-3	0	-3	2	0	-1	2	-1.5
O=C(N1CCN(Cc2ccccc2)CC1)C12CC3CC(CC(C3)C1)C2
 : 11	-2	7	5	8	10	-2	3	-1.7
C=CCn1c(/N=C/c2ccc(N(C)C)cc2)nc2ccccc21
 : 1	-1	-4	3	4	1	2	1	2.5
O=C(O)c1cccc(NC(=O)C2C3C=CC(C3)C2C(=O)O)c1 (stereo unspecified)
 : 2	0	5	4	0	1	3	-1	-2.8
Cc1nc(CS(=O)(=O)c2ccccc2)cc(Sc2ccc(Cl)cc2)n1
 : -9	4	2	0	-1	7	5	11	1.0

4 compounds already listed, arranged by number of heavy atoms, smallest number first.
Every second line gives: MCL1 BIM primary	PME-1 inh	PAFAH1B2 FP inh	Fam108B inh	GLD-1 TGE inh	BCLXL inh	pPAFAH FP inh	AHR activator	MEX-5 binding
Cc1nc(CS(=O)(=O)c2ccccc2)cc(Sc2ccc(Cl)cc2)n1
 : -9	4	2	0	-1	7	5	11	1.0
Cc1cccc(NC(=O)CSc2nnc(-c3n[nH]c4ccccc34)o2)c1
 : 4	-12	-1	-6	-1	6	0	18	-0.7
Cc1ccnc(NS(=O)(=O)c2ccc(NC(=O)C3CCCNC3=O)cc2)n1 (stereo unspecified)
 : 6	-5	1	-1	1	8	7	2	-0.8
COc1ccc(S(=O)(=O)NCC(c2ccc3c(c2)OCO3)N2CCN(c3ccccc3)CC2)cc1 (stereo unspecified)
 : -6	0	4	-1	8	-4	2	1	0.9

Carrying on.
Every second line gives: MCL1 BIM primary	PME-1 inh	PAFAH1B2 FP inh	Fam108B inh	GLD-1 TGE inh	BCLXL inh	pPAFAH FP inh	AHR activator	MEX-5 binding
Cc1nnc(SCc2ccc([N+](=O)[O-])cc2)o1
 : -6	-3	5	0	-3	0	1	-1	0.7
O=C(NCc1ccccn1)C1C2C=CC(C2)C1C(=O)Nc1ccc(F)cc1 (stereo unspecified)
 : 7	2	3	-3	3	2	0	7	3.3
CCOC(=O)COc1ccc(/C=C/[N+](=O)[O-])c(OCC(=O)OCC)c1
 : 2	1	2	5	-2	4	-2	5	0.0
O=C(Nc1ccccc1Cl)c1ccc2nccnc2c1
 : -3	-3	0	-2	4	6	8	-3	1.2
CCOC(=O)COc1cnc2ccccc2n1
 : 0	-2	-1	0	8	4	-2	-1	-2.2
Cc1c(NC(=O)C(C)OC(=O)c2ccc([N+](=O)[O-])s2)c(=O)n(-c2ccccc2)n1C (stereo unspecified)
 : -2	4	22	7	1	-1	30*	2	-0.9
CC(=O)c1ccc(NC(=O)CSc2nnc(-c3ccco3)c(-c3ccco3)n2)cc1
 : 33	-2	2	10	3	18	46*	2	-1.9
CC(C)(CC(=O)N1CCN(c2ccc(Cl)cc2)CC1)CC1=NS(=O)(=O)c2ccccc2N1
 : 3	-3	9	-1	-1	3	8	-3	-3.2
CCCN1C(=O)SC(CC(=O)Nc2ccccc2)C1=O (stereo unspecified)
 : 6	-2	3	-1	3	2	-1	1	-2.3
Cc1cc(=O)oc2c(C)c(OC(C)C(=O)NCC(O)c3ccccc3)ccc12 (stereo unspecified)
 : -9	-2	-1	1	3	-3	5	1	0.5
Cc1cccc(NC(=O)c2ccccc2NC(=O)CCC(=O)O)c1
 : 3	11	0	1	-1	1	2	4	2.4
COc1ccccc1C(=O)Nc1ccnn1C1CCN(C(C)CSC)CC1 (stereo unspecified)
 : 45*	-2	5	-1	13	42*	4	2	-26*
CC(C)=CCOc1ccc2ccc(=O)oc2c1
 : 1	-1	-4	-1	2	-1	6	5	-2.2
O=C(NCc1ccc(Cl)cc1)c1cc(-c2ccco2)on1
 : -6	0	2	-2	2	1	-1	-1	-0.3
CCOC(=O)c1c(NC(=O)/C=C/c2ccc(C)o2)sc(C)c1C
 : 16	1	0	-3	0	9	0	2	-1.1
O=C(CCCc1ccccc1)NCc1ccccc1
 : 9	-2	.	-1	2	8	2	-1	0.2
O=[N+]([O-])c1ccc2nc(NS(=O)(=O)c3ccc(Cl)cc3)sc2c1
 : 10	-52	15	-5	10	11	-1	0	-2.5
CC1(C)CC(C(CC(=O)Nc2nccs2)c2ccccc2)CCO1 (stereo unspecified)
 : -6	1	-3	3	3	2	7	0	-0.5
Cc1ccccc1OCC(O)CN(Cc1ccccc1O)C1CCCCC1 (stereo unspecified)
 : 2	-3	4	-1	9	5	3	2	0.1
Cc1ccccc1OCc1nc2ccccc2[nH]1
 : 2	1	4	-1	-8	2	2	3	-0.2

Compound profiles (already shown). Values in the order: MCL1 BIM primary, PME-1 inh, PAFAH1B2 FP inh, Fam108B inh, GLD-1 TGE inh, BCLXL inh, pPAFAH FP inh, AHR activator, MEX-5 binding
CC(C)(CC(=O)N1CCN(c2ccc(Cl)cc2)CC1)CC1=NS(=O)(=O)c2ccccc2N1 in the list: 3, -3, 9, -1, -1, 3, 8, -3, -3.2
CCOC(=O)COc1ccc(/C=C/[N+](=O)[O-])c(OCC(=O)OCC)c1 in the list: 2, 1, 2, 5, -2, 4, -2, 5, 0.0
Cc1ccccc1OCc1nc2ccccc2[nH]1 in the list: 2, 1, 4, -1, -8, 2, 2, 3, -0.2

High-throughput results from PubChem BioAssay.
